# Screens deposited in PubChem by several laboratories.
# rCAG binder: binders of r(CAG) RNA repeats, primary screen, biochemical, fluorescence. 370,000 compounds, 1.3% hits. AID 651821, 2012. r(CAG) RNA repeat, TO-PRO-1 dye displacement fluorescence. inhibition, % at 3 µM;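 active = inhibition above the plate cutoff, the mean of all test compounds on that plate plus 3 SD, cut at about 35% in these data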;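 also: 0% = DMSO alone and 100% = 100 µM mitoxantrone as full dye displacement; higher means more dye released from RNA so lower well fluorescence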
# TCR-CD3 inh: inhibitors of human TCR-CD3 interaction, primary screen, biochemical, fluorescence, TAMRA-labeled TCR probe. T-cell receptor (TCR). inhibition, % at 9.4 µM. 360,000 compounds, 0.37% hits. AID 651800, 2012; in the data active = inhibition above about 19%;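 also: recombinant mutant TCR 2C K166C tagged with TAMRA read by polarization; 0% = receptor in buffer alone and 100% = receptor with positive control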
# Rev-erbA mod: modulators of Rev-erb alpha DNA binding, primary screen, biochemical, FITC-DNA, fluorescence polarization, uHTS. Nuclear receptor subfamily 1 group D member 1 (Homo sapiens), P20393. Rev-erbα–FITC-DNA binding, 90 min. activity, % at 10 µM. 370,000 compounds, 0.79% hits. AID 1259318, 2017;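 active = activity above about 14%, limit read from the data; passing the limit was not always enough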;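 also: 0% = DMSO wells with 35 nM protein and 100% = DMSO wells with 750 nM protein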
# Target sequence (P20393 whole entry, looked up): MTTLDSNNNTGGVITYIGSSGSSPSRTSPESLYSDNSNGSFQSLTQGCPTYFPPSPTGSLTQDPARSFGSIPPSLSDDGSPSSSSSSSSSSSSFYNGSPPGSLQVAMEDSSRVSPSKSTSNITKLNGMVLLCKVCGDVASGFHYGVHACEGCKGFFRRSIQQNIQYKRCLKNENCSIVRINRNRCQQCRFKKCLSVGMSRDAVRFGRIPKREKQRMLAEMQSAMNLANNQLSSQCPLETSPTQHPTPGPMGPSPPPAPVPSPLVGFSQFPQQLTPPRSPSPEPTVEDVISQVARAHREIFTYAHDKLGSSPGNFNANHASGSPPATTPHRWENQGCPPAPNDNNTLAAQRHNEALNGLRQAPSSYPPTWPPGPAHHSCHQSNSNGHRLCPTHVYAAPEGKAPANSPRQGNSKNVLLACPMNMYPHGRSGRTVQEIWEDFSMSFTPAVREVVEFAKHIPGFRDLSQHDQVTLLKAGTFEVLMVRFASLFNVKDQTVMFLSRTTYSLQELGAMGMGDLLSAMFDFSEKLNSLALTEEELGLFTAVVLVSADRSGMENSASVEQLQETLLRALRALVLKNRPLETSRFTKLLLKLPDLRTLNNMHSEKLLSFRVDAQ
# mABHD4 FP: ABHD4 inhibitors, primary screen, biochemical, fluorescence polarization, mouse; 370,000 compounds, 0.54% hits; AID 720543, 2013; purified mABHD4, FP-Rh probe fluorescence polarization; inhibition, % at 8.92 µM;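 active = inhibition exceeding the mean over every tested compound plus 3 SD, cut at about 30% in these data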;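 also: 0% = plate median of compound wells and 100% = S159A mutant with DMSO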
#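 System: mouse ABHD4 enzyme, wild type / Medium: HEPES pH 7.0, NaCl, Pluronic buffer / Reagent: FP-Rh activity-based fluorescent probe / Control set: S159A mutant high control, sample median low control / Detection: fluorescence polarization with parallel and perpendicular emission, 525/598 nm / Schedule: 45 min + 60 min at 25 °C / Compound dosing: 8.92 µM, single dose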
# PG9 Ab binder: binders of HIV-1 gp120 antibody PG9, primary screen, biochemical, TR-FRET | HIV-1 gp120 / PG9 antibody interaction | TR-FRET gp120-PG9 antibody binding | inhibition, % at 6.7 µM | 360,000 compounds, 0.43% hits | AID 624416, 2012; in the data active = inhibition above about 8.5%
# LEDGF integ inh: blockers of LEDGF/p75-dependent integrase strand transfer – biochemical, TR-FRET, high throughput, primary screen | HIV-1 integrase (with human LEDGF/p75) | TR-FRET IN-LEDGF/p75 DNA integration, Eu/Cy5 | inhibition, % at 3.7 µM | 370,000 compounds, 0.64% hits | AID 743269, 2014;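 active = inhibition above the screen-wide mean plus 3 SD, cut at about 13% in these data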;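 also: signal is the Cy5 over europium emission ratio at 671 and 618 nm; 0% = plate median of compound wells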
# HTRA1 inh: HTRA1 serine protease inhibitors, primary screen, biochemical, fluorescence polarization, HTS; recombinant HTRA1, FP-rhodamine activity-based probe; 340,000 compounds, 0.5% hits; inhibition, % at 5.96 µM; in the data active = inhibition above about 36%;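 also: 0% = enzyme with DMSO and 100% = wells lacking enzyme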
# MBD2 inh: inhibitors of MBD2 binding to methylated DNA, primary screen, biochemical, TR-FRET, DNA-binding domain, human | 370,000 compounds, 0.31% hits | MBD2 binding to methylated oligonucleotide | inhibition, % at 4.4 µM; in the data active = inhibition above about 13%
# Target sequence (Q9UBB5 whole entry, looked up, the tested form may be a part): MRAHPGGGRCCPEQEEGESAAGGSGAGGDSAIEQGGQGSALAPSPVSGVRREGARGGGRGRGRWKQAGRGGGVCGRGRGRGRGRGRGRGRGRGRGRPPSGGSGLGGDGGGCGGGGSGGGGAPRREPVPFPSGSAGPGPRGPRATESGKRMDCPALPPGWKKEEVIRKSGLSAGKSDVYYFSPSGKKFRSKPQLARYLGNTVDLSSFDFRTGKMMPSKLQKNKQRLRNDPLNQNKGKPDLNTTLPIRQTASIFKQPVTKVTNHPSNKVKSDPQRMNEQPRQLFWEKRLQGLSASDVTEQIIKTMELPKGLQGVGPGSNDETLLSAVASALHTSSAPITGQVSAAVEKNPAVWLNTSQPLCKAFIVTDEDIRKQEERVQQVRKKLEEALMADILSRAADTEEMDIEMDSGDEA
# PRMT1 FP inh: PRMT1 methyltransferase inhibitors, primary screen, biochemical, fluorescence polarization; Protein arginine N-methyltransferase 1 (Homo sapiens), Q99873; recombinant PRMT1, activity-based probe fluorescence polarization; inhibition, % at 2.79 µM; 370,000 compounds, 1.3% hits; AID 652257, 2013;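 active = inhibition above about 21% made by adding two undisclosed values, limit read from the data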
# UHRF1 binding: UHRF1 methylated DNA binding inhibitors, primary screen, counter-screen for MBD2 inhibitor project, biochemical, TR-FRET, human UHRF1, single concentration; E3 ubiquitin-protein ligase UHRF1 (Homo sapiens), Q96T88; UHRF1 binding to methylated oligo; inhibition, % at 4.4 µM; 370,000 compounds, 0.75% hits; AID 687016, 2013; in the data active = inhibition above about 21%;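 also: UHRF1 SRA domain binding a hemimethylated CpG hairpin DNA probe; 0% = median of test compound wells and 100% = reference inhibitor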
# Starred values were filed as active, the others as inactive; nt = no result given.
# The opening 10 compounds (preview)
SMILES,rCAG binder,TCR-CD3 inh,Rev-erbA mod,mABHD4 FP,PG9 Ab binder,LEDGF integ inh,HTRA1 inh,MBD2 inh,PRMT1 FP inh,UHRF1 binding
COc1ccc(/C=N/Nc2nc(N3CCCC3)nc(N3CCCC3)n2)c(OC)c1OC,-2,-3,-2,5,-0.9,-2,-10,2,2,0
COc1ccc(-c2c(C)oc3c(CN4CCCCC4C)c(O)ccc3c2=O)cc1 (configuration not stated),-1,9,1,0,1.2,-1,-6,2,-1,-2
Cc1ccc(C)c(OCCCCn2cnc3ccccc3c2=O)c1,-4,1,-1,-11,1.4,5,-12,2,0,4
Clc1cccc(Cl)c1-c1nnc2cccc(Cl)n12,2,13,3,8,-0.1,-2,7,-5,0,5
CCCCc1nnc(NC(=O)C(=O)OCC)s1,-4,-5,1,19,-0.1,-4,7,5,7,2
COc1ccc(NC(C)=O)cc1NC(=O)CSc1nnc(-c2cccnc2)n1C,-2,8,-9,2,-2.5,2,-3,1,0,-1
CCc1nnc(NC(=O)CCC(=O)N2CCN(CCc3ccccc3)CC2)s1,-3,-5,-7,2,0.8,1,-3,-2,-1,1
OC(CNCCC(c1ccccc1)c1ccccc1)COc1ccccc1 (configuration not stated),7,7,1,5,-1.0,0,-13,3,-5,0
O=C(CCc1nc(-c2ccccc2F)no1)NCCc1ccccc1Cl,-4,4,1,-5,-1.5,3,-15,1,-1,1
COc1ccccc1NC(=O)CN(c1ccc(C23CC4CC(CC(C4)C2)C3)cc1)S(C)(=O)=O,10,-1,-2,-32,-0.6,-2,-44,8,6,3

# The list itself, previewed entries included:
SMILES,rCAG binder,TCR-CD3 inh,Rev-erbA mod,mABHD4 FP,PG9 Ab binder,LEDGF integ inh,HTRA1 inh,MBD2 inh,PRMT1 FP inh,UHRF1 binding
COc1ccc(/C=N/Nc2nc(N3CCCC3)nc(N3CCCC3)n2)c(OC)c1OC,-2,-3,-2,5,-0.9,-2,-10,2,2,0
COc1ccc(-c2c(C)oc3c(CN4CCCCC4C)c(O)ccc3c2=O)cc1 (configuration not stated),-1,9,1,0,1.2,-1,-6,2,-1,-2
Cc1ccc(C)c(OCCCCn2cnc3ccccc3c2=O)c1,-4,1,-1,-11,1.4,5,-12,2,0,4
Clc1cccc(Cl)c1-c1nnc2cccc(Cl)n12,2,13,3,8,-0.1,-2,7,-5,0,5
CCCCc1nnc(NC(=O)C(=O)OCC)s1,-4,-5,1,19,-0.1,-4,7,5,7,2
COc1ccc(NC(C)=O)cc1NC(=O)CSc1nnc(-c2cccnc2)n1C,-2,8,-9,2,-2.5,2,-3,1,0,-1
CCc1nnc(NC(=O)CCC(=O)N2CCN(CCc3ccccc3)CC2)s1,-3,-5,-7,2,0.8,1,-3,-2,-1,1
OC(CNCCC(c1ccccc1)c1ccccc1)COc1ccccc1 (configuration not stated),7,7,1,5,-1.0,0,-13,3,-5,0
O=C(CCc1nc(-c2ccccc2F)no1)NCCc1ccccc1Cl,-4,4,1,-5,-1.5,3,-15,1,-1,1
COc1ccccc1NC(=O)CN(c1ccc(C23CC4CC(CC(C4)C2)C3)cc1)S(C)(=O)=O,10,-1,-2,-32,-0.6,-2,-44,8,6,3
CC(=O)NC(c1ccc(F)c(F)c1)c1nc(-c2cnc3ccccc3c2)cs1 (configuration not stated),3,3,4,-6,1.1,-1,nt,-3,32*,-1
CCOc1ccc(N(Cc2ccccc2F)C2=NC3CS(=O)(=O)CC3S2)cc1 (configuration not stated),0,0,-4,3,0.2,2,1,-5,3,1
COc1ccc([C@H]2CC(=O)C=C(/C=C/c3ccc(C(F)(F)F)cc3)C2)cc1,-1,2,6,-4,-0.1,7,-10,-3,0,-3
O=C(O)c1cccc(NN=C2c3ccccc3-c3ccccc32)c1,87*,3,0,56*,-0.3,-3,-8,-2,12,6
COc1ccc(N2CCN(c3nc(NCCc4ccc(OC)c(OC)c4)nc(OC)n3)CC2)cc1,-5,2,-5,2,-3.3,3,-3,-6,-1,-2
CCCNC(=O)NC(C(=O)OC)C12CC3CC(CC(C3)C1)C2 (configuration not stated),-5,9,4,3,-0.4,2,3,-1,-2,-2
O=c1c2cnn(-c3ccccc3)c2nc(-c2cccs2)n1-c1cccc(Cl)c1,5,6,3,1,-2.2,2,-56,-1,1,0
OCC[C@@H]1C[C@H](O)[C@@H](O)[C@@]2(OCc3cc(Cl)ccc32)O1,5,4,-1,-1,-2.1,4,1,-2,-1,-2
Cc1ccc(S(=O)(=O)N2CCCN(S(=O)(=O)c3ccc4ccccc4c3)CC2)cc1,1,6,0,0,-1.4,0,-9,-6,-1,-2
COc1ccc(-n2nc(C(=O)NCC(=O)NCC3COc4ccccc4O3)c3ccccc3c2=O)cc1 (configuration not stated),-2,2,5,-6,-0.2,7,-10,-5,0,3
CCc1c(C(=O)Nc2ccc(OC)c(Cl)c2)[nH]c(C)c1C(C)=O,3,-1,5,3,5.6,-5,-2,-4,5,4
O=C(Nc1ccc(F)c(F)c1)c1ccc(-n2cncn2)c([N+](=O)[O-])c1,1,11,2,-1,-1.2,2,-15,-7,-2,-4
Cn1ncc2c(=O)[nH]cnc21,-1,9,-4,2,-1.5,-3,0,2,-3,1
CC(=O)N1N=C(c2ccccc2)OC1(C)CC(=O)Nc1ccccc1 (configuration not stated),1,10,3,-1,-2.4,-2,-6,-1,-2,1
Cc1ccc(S(=O)(=O)N(CC2CO2)c2cc(Cl)ccc2Cl)cc1 (configuration not stated),-5,-2,-2,-5,-0.3,-7,-9,1,0,-1
CCN(CC)C(=O)c1ncn(C)c1C(=O)N(CC)CC,-2,3,1,5,-1.0,-1,-1,-3,1,3
CCOC(=O)C1CCCN(C(=O)c2cccc(S(=O)(=O)N3CC(C)OC(C)C3)c2)C1 (configuration not stated),-4,1,4,5,2.7,2,5,-2,0,-1
COc1ccc(NC(=O)c2coc(C)c2)cc1,2,-2,-7,3,0.8,-4,-2,4,3,2
COc1cc2c(cc1OC)CN(C(=O)c1ccc(Br)o1)CC2,-5,1,-2,7,0.8,2,0,-3,-2,-4
COc1ccc(CC(NC(C)=O)C(=O)NC2CCN(S(=O)(=O)c3cccc4ccccc34)CC2)cc1OC (configuration not stated),-1,4,-5,3,-1.1,2,-3,-2,-3,-3
CCn1cc(C(=O)NC2CCCCCC2)c(=O)c2ccc(C)nc21,-3,1,3,-4,-1.9,6,4,0,1,-2
CC(C)(COC(=O)Nc1ccccc1)COC(=O)Nc1ccccc1,-6,8,3,-17,-2.5,-2,-45,0,-2,-1
Cc1ccc(NC(=O)CN2C(=O)NC(Cc3c[nH]c4ccccc34)C2=O)cc1 (configuration not stated),2,-2,-5,-1,-3.2,-1,-5,0,-1,-1
COc1cc(/C=C2/SC(=O)NC2=O)ccc1OC(=O)c1ccco1,13,4,-2,-23,-2.9,3,-1,2,2,2
CC(C)=CCN1CCN(Cc2ccc(N3CCNC3=O)cc2)CC1CCO (configuration not stated),-3,11,0,-5,-0.8,4,4,-3,-2,0
CC(C)(C)c1cc(C(=O)N2CCc3ccccc3C2)ccn1,-1,-5,-8,5,1.2,-5,-3,3,0,3
CCC(=C/c1sc2ccc3ccccc3c2[n+]1C)/C=C1\Sc2ccc3ccccc3c2N1C,8,-9,5,1,-4.7,-4,1,0,76*,-15
Cc1ccc(-c2ocnc2C(=O)Nc2ccccc2NC(=O)c2ccccn2)cc1,3,-10,1,-4,-1.9,1,-78,-2,-2,1
CN(C)/C=C(\C#N)S(=O)(=O)c1ccc(Cl)cc1,2,-2,4,1,-1.7,-1,nt,-4,-2,-1
Cc1ccoc1C(=O)NCc1occc1C(=O)O,5,3,-2,1,-0.1,-3,-1,2,2,4
CCOc1ccccc1NC(=O)Nc1cccc(S(N)(=O)=O)c1,2,1,-8,-8,-1.1,0,nt,10,4,6
CCOc1ccc(NC(=O)COC(=O)c2cccnc2)cc1,4,5,4,7,-2.5,1,5,1,0,0
COc1cc(C(=O)N/N=C\c2ccccc2)c([N+](=O)[O-])c(OC)c1OC,3,9,0,-3,-2.2,-3,-1,-3,-3,0
CC(=O)Nc1sc(C)c(C)c1C(=O)OCCOc1ccccc1,0,-7,-2,-8,-1.3,-1,-28,2,0,2
Cc1ccc(NC(=S)Nc2ccc(OC(F)F)c(Cl)c2)cc1F,1,6,-5,-5,-3.4,4,2,5,-12,-2
Cc1noc(C)c1CSCC(=O)Nc1ccc(S(C)(=O)=O)cc1,2,1,-6,0,-2.2,2,3,-1,2,1
CCNc1nc(Oc2ccccc2)nc(OC(C)C(=O)OCC)n1 (configuration not stated),-9,-9,6,4,-1.6,3,-4,-2,-3,3
CCS(=O)(=O)N1N=C(c2ccc(NS(C)(=O)=O)cc2)CC1c1ccccc1 (configuration not stated),1,-5,4,-22,0.0,-1,-13,0,1,0
COC(=O)c1ccc(CN2CCC(CO)(Cc3ccc(OC)cc3)CC2)cc1,-11,6,-2,-7,-0.5,-3,-13,3,-6,-2
CC1=[N+](C)c2c(ccc3cccnc23)C1(C)C,-5,-40,4,-158,-3.2,8,-91,-6,15,2

# (more compounds)
SMILES,rCAG binder,TCR-CD3 inh,Rev-erbA mod,mABHD4 FP,PG9 Ab binder,LEDGF integ inh,HTRA1 inh,MBD2 inh,PRMT1 FP inh,UHRF1 binding
CC(Sc1nc2scc(-c3ccccc3)c2c(=O)[nH]1)C(=O)NC(N)=O (configuration not stated),17,1,-6,4,-0.7,-7,-9,-5,1,-1
CCC(=O)c1c(NC(C)C)cc(C)oc1=O,3,-3,-8,-3,0.5,3,4,0,0,-3
O=C(OC(C(=O)NCc1ccccc1)c1ccccc1F)c1ccco1 (configuration not stated),2,-2,0,2,1.8,2,-11,-7,2,0
Cc1c(C(=O)OC(C)C)sc(NC(=O)C2CCCO2)c1C(=O)OC(C)C (configuration not stated),-3,-6,2,0,2.8,1,-2,7,-1,1
N#CCCN(C(=S)NC(=O)C1CCCCC1)c1ccccc1F,1,-4,4,-4,1.3,2,3,-2,12,0

# This is a subset, so the mix of outcomes need not match the whole.
